E-selectin induc: induces E-selectin expression in human endothelial cells | HUVEC E-selectin immunofluorescence imaging; normalized: neutral wells 0, TNF-alpha wells 100 | activation, % at 7.58 µM | 260,000 tested, 0.37% active | AID 686992;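 active = mean E-selectin-positive cell signal at least 10% of the positive control, reached in at least 60% of replicates, without over 20% cell loss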;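 also: in these data hits start at about 27%; measured in HUVEC primary endothelial cells; signal is the percent of cells scored E-selectin positive by PE staining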
Target sequence (P16581 whole entry, looked up): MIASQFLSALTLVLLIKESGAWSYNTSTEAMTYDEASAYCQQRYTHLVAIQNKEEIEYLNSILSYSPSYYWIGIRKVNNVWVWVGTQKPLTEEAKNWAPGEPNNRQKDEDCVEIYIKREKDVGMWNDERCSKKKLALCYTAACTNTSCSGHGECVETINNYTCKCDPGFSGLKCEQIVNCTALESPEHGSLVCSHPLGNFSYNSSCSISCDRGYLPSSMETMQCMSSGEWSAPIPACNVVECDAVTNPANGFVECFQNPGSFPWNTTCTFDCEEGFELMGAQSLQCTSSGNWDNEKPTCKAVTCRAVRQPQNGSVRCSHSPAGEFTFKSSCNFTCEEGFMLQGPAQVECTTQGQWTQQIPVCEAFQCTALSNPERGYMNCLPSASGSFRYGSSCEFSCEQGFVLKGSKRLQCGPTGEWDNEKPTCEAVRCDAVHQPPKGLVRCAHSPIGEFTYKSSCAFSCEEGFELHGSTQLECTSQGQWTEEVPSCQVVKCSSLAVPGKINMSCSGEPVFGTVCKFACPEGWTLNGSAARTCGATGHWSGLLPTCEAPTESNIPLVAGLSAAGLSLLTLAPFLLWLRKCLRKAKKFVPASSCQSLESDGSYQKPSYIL
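Assay system: HUVEC primary endothelial cells. Input: 3,000 HUVEC seeded per well. Doses: one compound dose added by pin transfer. Read-out basis: % PE-positive cells. Benchmarks: TNF-alpha high, DMSO low. Detection: immunofluorescence imaging. Buffer or medium: EGM-2, gelatin.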
esBAF inh: SWI/SNF esBAF complex inhibition | mouse ES cells, Bmi1-luciferase knock-in reporter, 24 h; 100% = twice the neutral-well signal | reporter increase, % at 12.5 µM | 350,000 tested, 2% active; in the data active = activation above about 40%;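 also: 0% = median of the plate's neutral control wells and 100% = double that signal; a rise in the Bmi1 reporter signal indicates esBAF inhibition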
XiGFP reactiv: X-chromosome reactivation activator. XiGFP mouse fibroblasts, % GFP-positive cells imaging, 3 d; cells co-treated with 5-aza-dC sensitizer; scaled so ellipticine positive control = 100%. activation, % at 7.58 µM. 360,000 tested, 0.055% active;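 active = mean normalized replicate activation at least 10% and every replicate at or above 10%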;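 also: 0% = median of on-plate neutral control wells and 100% = ellipticine 6 µM median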
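Material: XiGFP fibroblasts, SV40-immortalized; Buffer or medium: DMEM containing 5-aza-dC; Compound dosing: single point; Times: 3 days compound exposure.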
RAD54 branch: inhibitors of human RAD54 branch migration. Q92698. RAD54 Holliday junction branch migration, FAM/BHQ fluorescence. inhibition, % at 10.4 µM. 360,000 tested, 0.14% active;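 active = mean normalized replicate activity at least 40 and at least half of replicates scoring 40 or more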;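 also: 0% = median of neutral control wells and 100% = median of positive control wells; inhibitors cause a drop in the FAM fluorescence signal; in these data hits start at about 50%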
S100A4 MyoIIA: inhibitors of human S100A4 binding to myosin IIA peptide. inhibition, % at 10.7 µM. AID 652163. S100A4/TAMRA-MyoIIA peptide fluorescence polarization. 360,000 tested, 0.14% active;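 active = mean inhibition of at least 70% across replicates, with every replicate also reaching that level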
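Compound dosing: one dose per compound; test system: human S100A4 monomer with TAMRA-labelled myosin IIA peptide; probe or stimulus: TAMRA-labelled myosin IIA heavy-chain peptide probe, 5 nM; medium: HEPES buffer with Ca2+, pH 7.2; schedule: 5 min incubation before reading; benchmarks: neutral control DMSO, positive control TFP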
ERp5 inh: ERp5 (human) disulfide isomerase inhibition. Q15084. ERp5 insulin aggregation, absorbance 650 nm, 90 min. inhibition, % at 9.99 µM. 350,000 tested, 0.05% active. AID 651711;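 active = mean replicate inhibition above about 25%, with every replicate also reaching it, limit read from the data, passing the limit was not always enough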
Target sequence (Q15084 whole entry, looked up): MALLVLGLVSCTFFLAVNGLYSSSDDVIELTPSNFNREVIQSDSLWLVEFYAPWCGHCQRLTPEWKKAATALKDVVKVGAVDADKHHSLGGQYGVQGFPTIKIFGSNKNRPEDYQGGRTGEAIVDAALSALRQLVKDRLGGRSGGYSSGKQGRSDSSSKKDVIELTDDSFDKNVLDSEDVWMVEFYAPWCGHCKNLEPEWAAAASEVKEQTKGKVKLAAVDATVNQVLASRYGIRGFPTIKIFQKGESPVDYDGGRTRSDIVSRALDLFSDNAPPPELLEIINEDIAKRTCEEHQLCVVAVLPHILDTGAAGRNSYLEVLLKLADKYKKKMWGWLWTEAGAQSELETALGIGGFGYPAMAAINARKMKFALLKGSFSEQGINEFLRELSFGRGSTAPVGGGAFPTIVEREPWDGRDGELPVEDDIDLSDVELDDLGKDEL
RAD52 inh: blocks human RAD52 DNA annealing; 360,000 tested, 0.46% active; P43351; inhibition, % at 18.7 µM; recombinant RAD52 DNA annealing, FRET fluorescence;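 active = every replicate showing at least 50% inhibition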
ERAP1 inh: inhibitors of human ERAP1 aminopeptidase | Q9NZ08 | recombinant ERAP1, Leu-AMC fluorescence, 60 min | inhibition, % at 10.7 µM | 340,000 tested, 0.15% active;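 active = mean replicate inhibition of at least 30%, or all replicates individually reaching that 30% level; inactive = mean below 30% and not every replicate reaching it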;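 also: 0% = neutral control wells and 100% = L-leucinethiol positive control wells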
Numbers without * were called inactive; . = not tested or not shown.

SMILES	E-selectin induc	esBAF inh	XiGFP reactiv	RAD54 branch	S100A4 MyoIIA	ERp5 inh	RAD52 inh	ERAP1 inh
O=C1c2cccc3cc([N+](=O)[O-])cc(c23)C(=O)N1CC1CCCO1 (centres undefined)	-0.2	-8	0.1	12	12	-7	-12	.
COc1ccc(Cl)cc1C(=O)NNC(=O)CNC(=O)c1ccco1	-1.2	-2	0.0	9	1	2	-4	-1
COc1cc(/C=N/N(c2ccccc2)c2ccccc2)ccc1O	0.4	-6	0.1	0	-3	2	-14	2
CC(C)/C=N/NC(=O)c1cccc(N2CCCC2=O)c1	-2.7	5	0.1	5	-12	5	-1	3
Cc1ccc(Cl)cc1NC(=O)COc1ccccc1	.	16	0.1	-7	2	2	-4	2
CCC1(c2ccc(F)cc2)NC(=O)N(CC(=O)N2c3ccccc3CC2C)C1=O (centres undefined)	-0.8	-4	0.1	-7	-5	.	-18	3
CO[C@H]1CN(C)C(=O)c2cc(NC(C)=O)ccc2OC[C@H](C)N(C(=O)c2cnccn2)C[C@H]1C	-0.2	-4	0.4	9	8	12	-6	.
CCC(C)NC(=O)NCc1ccccc1F (centres undefined)	.	2	0.1	3	-7	-8	-13	-3
O=C(CCC(=O)Nc1ccccc1Cl)NNC(=O)c1ccccc1[N+](=O)[O-]	.	.	-0.2	.	-2	5	-2	-1
CCC(=O)Nc1ccc2c(c1)OC[C@@H](C)N(C(=O)c1ccncc1)C[C@@H](C)[C@H](OC)CN(C)C2=O	1.5	-2	-0.4	4	10	7	8	1
COc1ccc(/C=C/C(=O)NCC(c2ccc(F)cc2)N2CCOCC2)cc1OC (centres undefined)	3.0	.	0.0	.	1	7	-2	3
O=C(CCOc1ccccc1)Nc1ccnn1C1CCN(Cc2ccc(CO)o2)CC1	0.1	.	0.0	1	-1	-2	-3	0
c1ccc(-n2cc(CN3CCCC3)c(-c3ccc4c(c3)OCO4)n2)cc1	2.2	-1	0.0	-1	-2	6	-48	1
CN(C)S(=O)(=O)c1cc(NC(=O)CN2CCN(c3ccc(O)cc3)CC2)ccc1Cl	-0.3	.	0.0	.	-1	-1	-17	-4
CCCCn1nnnc1NCc1ccc(OC)c(OC)c1	.	-10	.	-1	10	1	3	11
COc1ccccc1NC(=O)C(C)Sc1nc(-c2ccccc2)cn1N (centres undefined)	.	1	0.0	-7	-16	4	-3	-4
OCC1(CCOc2ccccc2)CCN(Cc2ccc(OC(F)F)cc2)CC1	.	1	0.0	-4	-9	1	1	-4
O=c1[nH]c(=O)n2ncnc2[nH]1	.	2	0.2	1	-2	1	-5	-1
COc1ccc(S(=O)(=O)N2CCN(C(=O)C3CCCCC3)CC2)cc1	0.1	-2	0.1	-5	-1	0	0	-1
O=C(N/N=C/c1ccccc1O)C(=O)Nc1ccccn1	.	.	0.0	.	-15	-7	-21	-2
Cn1cc(/C=C(\C(=O)O)C(C(=O)O)=C2CCCCC2)c2ccccc21	.	2	0.0	.	1	-3	-8	1
COCCNc1ccc(-c2nn(C)c(=O)c3ccccc23)cc1[N+](=O)[O-]	0.0	-3	-0.1	-2	-1	5	-97	2
CSc1ccc(CNCCN2CCOCC2)cc1	5.5	-2	0.1	-6	-1	1	-15	-2
Cc1ccc(C2=NN(C(=O)CSc3nnnn3C)C(c3ccco3)C2)cc1 (centres undefined)	.	0	0.3	-12	-1	8	-9	0
COc1ccc(/C=C(\NC(=O)c2ccc(Cl)cc2)C(=O)NCc2cccnc2)cc1OC	.	-4	0.0	-2	14	3	-14	1
Cc1ccccc1OCc1csc(N)n1	.	.	0.1	.	-1	1	-38	-1
CC(C)NC(=O)c1cccc(NC(=O)CC2SC(N3CCCCC3)=NC2=O)c1 (centres undefined)	.	.	0.0	.	-12	-2	8	0
CCCC#Cc1ccc2c(c1)O[C@@H](CN(C)C(=O)COC)[C@H](C)CN([C@H](C)CO)S2(=O)=O	0.4	5	0.0	-8	6	4	-7	-1
CC(=N/O)/C(C)=N\NC(=O)c1ccccn1	0.8	11	-0.1	-7	1	3	6	1
COc1cccc(CN2CC(C(=O)NCCN3CCOC3=O)CCC2=O)c1 (centres undefined)	.	3	0.0	-7	-1	-2	5	-4
COCc1cn(CC[C@@H]2CC[C@H](NC(=O)Nc3c(C)noc3C)[C@H](CO)O2)nn1	-0.3	-2	0.1	-6	2	5	-9	0
C[C@@H]1CN([C@@H](C)CO)C(=O)c2cc(-c3cncnc3)cnc2O[C@H]1CN(C)Cc1ccc(Oc2ccccc2)cc1	0.2	-3	-0.1	7	4	4	-1	2
CCOC(=O)C1(Cc2ccccc2C(F)(F)F)CCN(C2CCCC2)CC1	6.2	-7	0.0	3	-1	7	4	3
O=C(NCCO)C(=O)Nc1cc2c3c(c1)CCC(=O)N3CCC2	14	-1	0.0	-6	-6	-7	-17	1
C[C@H]1CN(c2ccc(N3CCN(C(=O)OC(C)(C)C)C[C@@H]3C)cc2C#N)CCN1Cc1ccccc1	0.2	.	0.2	.	-7	3	11	4
O=C1c2cc([N+](=O)[O-])ccc2-c2cc(Br)c(N=C(NO)C(F)(F)F)cc21	-0.2	.	0.0	.	5	5	-6	-1
COc1ccc(C)cc1NC(=O)C(c1ccccc1)N1CCN(CC(=O)N2CCCC2)CC1 (centres undefined)	1.1	3	0.1	6	5	-1	-6	-1
CC(CCc1ccccc1)NC(=O)CCC(=O)N1CCC(C(N)=O)CC1 (centres undefined)	0.1	-7	0.0	-15	3	-3	0	-1
N#C[C@H]1[C@H](c2ccc(C#Cc3ccc(F)cc3)cc2)[C@@H](CO)N1C(=O)C1CCC1	-0.4	-2	0.5	-11	-15	-8	-183	-4
C[C@@H]1CCCCO[C@H](CN(C)CC2CCCCC2)[C@@H](C)CN([C@H](C)CO)C(=O)c2cc(NC(=O)Cc3ccccc3)ccc2O1	0.1	-2	-0.6	7	14	9	2	2
CNC[C@@H]1Oc2ccc(NC(=O)Cc3cn(C)c4ccccc34)cc2CC(=O)N([C@H](C)CO)C[C@H]1C	-0.8	-1	0.0	3	-14	-4	2	-2
Cc1cc(C(=O)Nc2cccc3c2O[C@H](CN(C)Cc2ccc(C(=O)O)cc2)[C@@H](C)CN([C@H](C)CO)C3=O)n(C)n1	1.5	0	-1.1	-1	-3	2	19	0
CC(=O)Nc1cccc(NC(=O)COc2ccc3c(c2)OCO3)c1	0.2	16	0.0	5	0	0	-8	-2
COCC(=O)Nc1ccc(S(=O)(=O)Nc2onc(C)c2C)cc1	-0.2	-8	0.1	1	-6	2	-8	-1
CN(C)c1ccc(/C=N/NC(=O)c2ccc(-n3cnnn3)cc2)cc1	-0.4	-9	-0.1	-10	-1	10	-12	-2
Cc1ccc(S(=O)(=O)N(C)C[C@H]2Oc3ccc(NC(=O)CCN4CCOCC4)cc3CC(=O)N([C@H](C)CO)C[C@H]2C)cc1	-0.1	-3	-0.9	1	-4	-2	0	-1
CC(C)(C)c1ccc(OCCC(=O)OCC(=O)Nc2ccc(N3CCOCC3)cc2)cc1	-1.0	-5	0.0	-2	9	0	-9	-2
NC(=O)c1nn(CC(=O)Nc2cccc(S(=O)(=O)N3CCCC3)c2)c(=O)c2ccccc12	-1.7	21	-0.1	-4	32	-2	-1	6
O=C(CN1CCN(Cc2ccccc2)CC1)N/N=C\C=C/c1ccco1	3.2	.	0.2	.	-12	-1	-12	0
C[C@@H]1CN([C@@H](C)CO)S(=O)(=O)c2ccc(C#Cc3ccccc3F)cc2O[C@H]1CN(C)C(=O)Cc1ccncc1	-0.1	4	0.2	-3	-7	-3	-10	1
O=C(COC(=O)c1cc(S(=O)(=O)N2CCCCC2)ccc1N1CCOCC1)c1ccc(Cl)cc1	.	0	0.0	12	-7	-2	-14	-1
Cc1nc(NN)nc(NCc2ccccc2)n1	0.7	-9	0.0	1	-4	1	13	6
CCCNC(=O)N1CC2(C1)[C@H](c1ccccc1)[C@H](CO)N2C(=O)C1CCC1	0.1	.	0.2	.	-2	-3	-16	-2
COC(=O)c1c(NC(=O)COC(=O)c2ccc(O)cc2)sc2c1CCCCC2	0.8	.	0.1	.	-9	1	-12	1
COCCCNC(=O)C(=O)Nc1cc2c3c(c1)CCN3C(=O)CC2	-0.4	-1	0.1	-1	-3	-8	-5	1
CO[C@H]1CN(C)C(=O)c2cc(NC(=O)C3CCCC3)ccc2OC[C@H](C)N(C(C)=O)C[C@H]1C	-0.1	-1	0.2	-8	.	.	.	.
CO[C@H]1CN(C)C(=O)c2cccc(C#N)c2OC[C@H]2O[C@H](CC[C@H]2OC)CCN(C)C(=O)[C@@H]1C	0.1	2	0.0	0	-12	5	-10	4
CCSCCCn1[nH]c2ccccc2c1=O	.	11	0.0	.	-2	-3	-12	-2
CC[n+]1c(/C=C/c2ccc(OC)c(OC)c2)ccc2ccccc21	0.0	80*	-0.1	6	-5	1	9	16
CC(=O)Oc1ccc(C(=O)O)c(OC(C)=O)c1	.	-9	-0.1	-5	0	-5	-7	14
(further entries)
SMILES	E-selectin induc	esBAF inh	XiGFP reactiv	RAD54 branch	S100A4 MyoIIA	ERp5 inh	RAD52 inh	ERAP1 inh
Cn1nc(C(C)(C)C)cc1C(=O)N1CCCCC1c1cc(C(=O)NCc2cccnc2)no1 (centres undefined)	-0.2	7	-0.1	-16	-4	-4	-13	-1
CNC[C@H]1Oc2ccc(NC(=O)Cc3cn(C)c4ccccc34)cc2CC(=O)N([C@H](C)CO)C[C@@H]1C	-9.4	0	0.0	-8	-4	-3	18	-3
CCOC(=O)CC(=O)CSc1nc(-c2ccccc2)cc(-c2ccccc2)c1C#N	.	.	9.6	.	-15	2	-24	-1
CCCC(=O)Nc1ccc2c(c1)C(=O)N(C)C[C@H](OC)[C@@H](C)CN(C(=O)c1ccncc1)[C@@H](C)CO2	1.9	0	1.3	-3	2	-3	-3	3
O=C(CSc1cccc(C(F)(F)F)c1)Nc1ccc(N2CCOCC2)cc1	.	-4	0.0	-5	6	5	-11	-6
COc1ccccc1N(CC(=O)NCCSCc1ccc(C)cc1)S(=O)(=O)c1ccccc1	.	-7	0.3	0	-24	-1	-14	2
C[C@H](CO)N1C[C@H](C)[C@@H](CN(C)C)Oc2cc(C#Cc3ccccc3F)ccc2S1(=O)=O	104*	3	-0.5	8	16	-7	0	0
CCN(CC)CCSc1nnc2c3ccccc3n(CCc3ccccc3)c2n1	0.5	8	0.0	17	-26	3	14	-4
Cc1nc2ccc(NC(=O)Cc3cccc(F)c3)cc2s1	-0.1	.	3.5	.	2	0	-13	1
CC(C)(C)OC(=O)CNC(=O)c1nc[nH]c1C(=O)NCc1ccccc1	.	-6	0.3	-2	-2	4	-4	4
Cn1nccc1NC(=O)c1nccnc1C(=O)O	.	.	0.5	.	7	-5	-10	-2
COc1cccc(CNC(=O)CCCCCNC(=O)N2CCn3c2nc2ccccc23)c1	.	-12	0.4	1	-2	2	-12	1

4 records picked at random from those above:
SMILES	E-selectin induc	esBAF inh	XiGFP reactiv	RAD54 branch	S100A4 MyoIIA	ERp5 inh	RAD52 inh	ERAP1 inh
Cc1ccc(C2=NN(C(=O)CSc3nnnn3C)C(c3ccco3)C2)cc1 (centres undefined)	.	0	0.3	-12	-1	8	-9	0
CCC(C)NC(=O)NCc1ccccc1F (centres undefined)	.	2	0.1	3	-7	-8	-13	-3
COc1cc(/C=N/N(c2ccccc2)c2ccccc2)ccc1O	0.4	-6	0.1	0	-3	2	-14	2
CCOC(=O)C1(Cc2ccccc2C(F)(F)F)CCN(C2CCCC2)CC1	6.2	-7	0.0	3	-1	7	4	3
